influenza NS1A: H1N1 influenza NS1A inhibitors, functional cell based assay (AID 504329). NS1A functional cell-based assay, percent inhibition; higher % means a stronger effect. one-dose inhibition, % at 12.5 µM; IC50 in µM for titrated hits. hit rate 0.3% among 340,000; in the data active means a potency from the dose series; inconclusive means inhibition above about 27% without an active follow-up result; further: strong numbers were not always called active
M. tuberculosis: growth inhibition of non-replicating M. tuberculosis (AID 488890) | Mycobacterium tuberculosis non-replicating, growth inhibition; higher % means a stronger effect | one-dose inhibition, % at 25 µM; IC50 in µM for titrated hits | hit rate 0.39% among 320,000; in the data active means a potency from the dose series; inconclusive means inhibition mostly from about 82% at the one dose, without a potency; inactive means the rest, 99 in 100 with inhibition below about 76%;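 further: plate controls were DMSO cells for no effect and high antibiotic wells for full effect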
VEEV TC-83 Vero: inhibitors of VEEV TC-83 cytopathic effect, confirmation, Vero cells (AID 588727); Vero cells, VEEV TC-83 cytopathic effect inhibition; higher % means a stronger effect; one-dose inhibition, % at 20 µM; IC50 in µM for titrated hits; hit rate 0.13% among 350,000; in the data active means a potency from the dose series; inconclusive means inhibition mostly from about 14% at the one dose, without a potency; inactive means the rest, 99 in 100 with inhibition below about 12%; further: strong numbers were not always called active
PhoP GFP inhibition: Inhibition of PhoP regulon, Salmonella typhi GFP reporter cells, confirmation, 4 h (AID 1850) | Salmonella Typhi PhoP-promoter GFP reporter, fluorescence, 4 h; higher % means a stronger effect | hit rate 0.33% among 310,000 | inhibition, % at 50 µM; hits with a dose series show IC50 in µM; in the data active means a potency from the dose series; inconclusive means inhibition mostly from about 25% at the one dose, without a potency; inactive means the rest, 99 in 100 with inhibition below about 19%;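 further: 0% = induced wells with vehicle and 100% = uninduced wells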
M. tuberculosis HTS: M. tuberculosis growth inhibition, HTS (AID 449762). M. tuberculosis H37Rv growth inhibition, 7H9 media; higher % means a stronger effect. one-dose inhibition, % at 25 µM; IC50 in µM for titrated hits. hit rate 0.59% among 330,000; in the data active means a potency from the dose series; inconclusive means inhibition above about 70% without an active follow-up result;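 further: bacterial growth assessed after seven days of incubation; strong numbers were not always called active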
VEEV TC-83 Vero 10K pilot screen: also measured in VEEV TC-83 Vero; calls as there; inhibition, %; measured here: 10K pilot screen inhibition
* marks the source's active call; other numbers are inactive results; i = inactive; ? = inconclusive; · = no result given.

SMILES	influenza NS1A	M. tuberculosis	VEEV TC-83 Vero	PhoP GFP inhibition	M. tuberculosis HTS	others
C=CCN1C(=O)/C(=C\c2cccc(OC(=O)c3ccco3)c2)SC1=S	3%	23%	6.5%	8%	0%
COc1ccc(C(=O)Nc2cccc(S(=O)(=O)NC3=NCCCCC3)c2)cc1	3%	3%	2.7%	·	-6%
COc1ccc2cc(CCNC(=O)c3ccco3)c(=O)[nH]c2c1	0%	-2%	8.2%	-1%	-13%
CC(=O)c1cccc(N2C(=NC(=O)C3CC3)SC3CS(=O)(=O)CC32)c1 (stereo unspecified)	-8%	-9%	0.4%	1%	6%
O=c1c2ccccc2nc(SCc2cccc(F)c2)n1Cc1ccco1	0%	13%	4.0%	-16%	2%
O=S(=O)(/N=C(/Nc1cc(N2CCOCC2)ncn1)c1ccccc1)c1ccccc1	-2%	-14%	0.6%	-9%	-1%
COc1ccccc1N1CCN(C(=O)CCC(=O)Nc2nnc(CC(C)C)s2)CC1	-7%	6%	0.9%	-14%	0%
ClCC(Br)CBr (stereo unspecified)	-6%	-15%	0.5%	·	-11%
CC(C)Sc1nc2ccccc2n1CC(=O)NCc1ccc2c(c1)OCO2	6%	6%	0.2%	-5%	-6%
Cc1nn(-c2ccc(Cl)cc2)c(N)c1C(O)(CSc1nccn1C)C(F)(F)F (stereo unspecified)	-11%	38%	2.8%	7%	-2%
Cc1cccc2cc(CN(CCN3CCCC3)C(=O)NC3CCCCC3)c(=O)[nH]c12	13%	14%	0.6%	-10%	-2%	VEEV TC-83 Vero 10K pilot screen=0.8
O=C(N/N=C/c1ccccc1C(=O)O)c1ccc(COc2cccc3cccnc23)cc1	-4%	1%	7.0%	7%	-6%

The last 4 records of the section above open the next one:
SMILES	influenza NS1A	M. tuberculosis	VEEV TC-83 Vero	PhoP GFP inhibition	M. tuberculosis HTS	others
CC(C)Sc1nc2ccccc2n1CC(=O)NCc1ccc2c(c1)OCO2	6%	6%	0.2%	-5%	-6%
Cc1nn(-c2ccc(Cl)cc2)c(N)c1C(O)(CSc1nccn1C)C(F)(F)F (stereo unspecified)	-11%	38%	2.8%	7%	-2%
Cc1cccc2cc(CN(CCN3CCCC3)C(=O)NC3CCCCC3)c(=O)[nH]c12	13%	14%	0.6%	-10%	-2%	VEEV TC-83 Vero 10K pilot screen=0.8
O=C(N/N=C/c1ccccc1C(=O)O)c1ccc(COc2cccc3cccnc23)cc1	-4%	1%	7.0%	7%	-6%
CCOC(=O)c1[nH]c2cc(OC)c(OC)cc2c1NC(=O)C(C)N1CCN(Cc2ccccc2)CC1 (stereo unspecified)	7%	10%	i	-4%	-9%	VEEV TC-83 Vero 10K pilot screen=7.5
Cc1ccc(S(=O)(=O)N(C)CCN(C)S(=O)(=O)c2ccc(C)cc2)cc1	0%	·	1.1%	·	·
CCC(C)Nc1nc2c(c(=O)n(C)c(=O)n2C)n1Cc1cccc(C)c1 (stereo unspecified)	6%	9%	7.8%	0%	3%
Cc1cc(NC(=O)c2cccc(Oc3ccccc3)c2)n[nH]1	-10%	54%	3.6%	-9%	10%
O=C(NCC1CCCCC1)C1CCC(=O)N(CCc2cccc(F)c2)C1 (stereo unspecified)	-5%	33%	3.2%	3%	4%
Cc1cc(OCC(=O)OCC(=O)NC2CCCCCC2)ccc1Cl	-14%	70%	0.1%	·	-1%
COc1ccc(-n2c(=O)[nH]cc(C(=O)N3CCc4ccccc43)c2=O)cc1	3%	1%	i	-3%	2%
CCCCCCCCCCS(=O)(=O)N/N=C/c1ccc([N+](=O)[O-])cc1	0%	51%	0.8%	-1%	-8%
CCN(CCC(=O)Nc1cc([N+](=O)[O-])ccc1OC)Cc1ccccc1	0%	41%	i	-6%	2%
O=C(CCc1ccccc1)N1CCCC1	-3%	?	0.4%	-5%	1%
Cc1ccccc1-c1ncc(CN2CCN(C3CCCCC3)C(CCO)C2)cn1 (stereo unspecified)	6%	0%	1.7%	-1%	-6%
COc1cccc(NC(=O)c2ccc(N3C(=O)C4CCC(C)CC4C3=O)cc2)c1 (stereo unspecified)	5%	-5%	0.7%	-13%	4%
NNC(=O)C1=NOC(CNc2ncc(C(F)(F)F)cc2Cl)C1 (stereo unspecified)	-1%	13%	3.9%	-8%	-1%
Cc1cc(C)cc(NC(=O)CCNS(=O)(=O)c2cc(Br)cnc2N)c1	-4%	4%	2.3%	5%	2%
CCCC(=O)Nc1ccc(C(=O)Nc2nnc(COC)s2)cc1	8%	-6%	2.5%	5%	-9%
NNC(N)=O	-3%	-3%	i	-11%	4%
COc1ccc(NCc2nnc(SCC(=O)Nc3nc(-c4ccccc4)cs3)n2-c2ccccc2)cc1	-12%	24%	27%	13%	53%
C[C@@H]1CN([C@@H](C)CO)C(=O)c2cc(NC(=O)C3CC3)ccc2O[C@@H]1CN(C)C(=O)NC1CCCCC1	5%	16%	i	·	-3%
O=C(N/N=C\c1ccc(-c2ccc([N+](=O)[O-])cc2)o1)C1COc2ccccc2O1 (stereo unspecified)	-6%	·	8.7%	-2%	?
CC(/C=C1\SC(=S)N(NS(=O)(=O)c2ccccc2)C1=O)=C\c1ccccc1	-4%	37%	0.7%	-34%	2%
Cc1ccc(-n2c(CCc3nc4ccccc4[nH]3)n[nH]c2=S)cc1	-2%	-21%	1.1%	7%	-4%
Oc1ccc(CCNc2c3ccccc3nc3ccccc23)cc1O	28%	48%	i	-6%	-2%
CC(C)C[C@@H](CNCC(=O)[C@H](CC(=O)O)NC(=O)c1[nH]cnc1C(=O)N[C@H](CN)CC(C)C)NC(=O)c1nc[nH]c1C(=O)N[C@@H](Cc1ccccc1)C(=O)O	-24%	·	1.7%	·	·
COc1ccc(-c2cnc(N)n2CC2CCCO2)cc1 (stereo unspecified)	17%	68%	i	-2%	-7%
COC1C(CO)OC(n2cnc3c(=S)nc(N)[nH]c32)C1O (stereo unspecified)	-13%	·	i	·	·
COc1cccc(CN2CCN(C(=O)CCc3nnc(C4CCCCC4)o3)CC2=O)c1	-5%	3%	0.4%	-3%	1%
O=C1NC(=O)C2(C=C(c3ccccc3)C(O)(c3ccccc3)C2)N1 (stereo unspecified)	12%	·	i	·	·
Cc1cc(C)n2nc(SCCCC(=O)c3ccccc3)nc2n1	2%	-17%	0.6%	6%	2%
Cc1[nH]n(-c2ccccc2)c(=O)c1N=Nc1ccccc1O	28%	·	11%	·	·	VEEV TC-83 Vero 10K pilot screen=13
COC(=O)c1ccc(CSc2nnc(NC(=O)C3CC(=O)N(Cc4ccc(C)cc4)C3)s2)cc1 (stereo unspecified)	-5%	25%	1.1%	-4%	5%
Cn1c(-c2ccc(F)cc2)cnc1SCC(=O)Nc1ccccc1	4%	?	i	-7%	?
Cc1ccc(C(=O)Nc2sc3c(c2C(=O)O)CCCC3)o1	-8%	47%	1.9%	0%	6%
COc1cccc(/C=N/NC(=O)CC2C(=O)NN=C2C)c1OC (stereo unspecified)	-12%	-1%	1.0%	-4%	-7%
Cn1c(=O)c2c(n(C)c1=O)=NC1(CCCCC1)ON=2	-2%	8%	0.4%	4%	1%
COC(=O)COc1ccc(S(=O)(=O)N2CCc3ccccc3C2)cc1	0%	?	i	-2%	63%
COc1cc(-c2cc(C(=O)N(C)Cc3ccccc3)c3ccccc3n2)cc(OC)c1OC	-6%	15%	7.6%	-3%	6%
CCN1C(=O)[C@@H]2[C@H](C1=O)[C@@H]1C(=O)Nc3ccccc3C(=O)N1[C@@H]2c1ccc(Br)cc1	-12%	12%	0.6%	-2%	-7%
O=S(=O)(NCC1CCCO1)c1ccccc1 (stereo unspecified)	23%	-8%	0.8%	1%	0%
Cc1ccc(C(=O)N2c3ccccc3NC(=O)C2C)cc1 (stereo unspecified)	-15%	-2%	0.9%	8%	-3%
CCN1CCN(C(=O)CCc2nnc(CCc3ccccc3OC)o2)[C@@H](C)C1=O	-2%	0%	1.1%	4%	7%
Cc1c(Cl)c([N+](=O)[O-])nn1CCCC(=O)N(Cc1ccccc1)Cc1ccccc1	-2%	20%	3.5%	-5%	-4%
COc1nc(N(CC(N)=O)S(=O)(=O)c2ccccc2)nc(C)c1Cl	18%	-10%	2.6%	2%	-7%	VEEV TC-83 Vero 10K pilot screen=0.9
CSCCC(NC(=O)c1ccc(Cl)cc1Cl)C(=O)NCC(c1cccs1)N(C)C (stereo unspecified)	-6%	·	i	·	·
O=C(O)/C=C/c1cn(-c2ccccc2)nc1-c1cccs1	-15%	10%	0.9%	4%	12%
Brc1cccc(OCCCCn2cncn2)c1	-8%	19%	i	-3%	-3%
C[C@H](CO)N1C[C@H](C)[C@@H](CN(C)Cc2ccc3c(c2)OCO3)Oc2c(NC(=O)Cc3ccccc3)cccc2C1=O	-1%	37%	3.5%	·	-2%
Cc1c(-c2ccccc2)c(=O)oc2cc(O)ccc12	-3%	18%	1.5%	4%	17%
CCOc1ccccc1N(CC)C(=O)c1nn(C)c2c1CSc1ccccc1-2	0%	11%	7.4%	6%	7%
CC1=CC(C)(C)Nc2ccc(C)cc21	-8%	1%	0.9%	-7%	3%
CCc1ccc2c(CC(=O)Nc3nnc(C4CC4)s3)coc2c1	4%	10%	0.4%	-5%	9%
COC(=O)[C@@]12CCCCN1[C@H](c1ccc(-c3cccc(Cl)c3)c(OC)c1)[C@H]1C(=O)N(C)C(=O)[C@H]12	1%	5%	4.0%	15%	3%
CCCN(CCC)CCCNC(=O)c1cc2cc3ccc(Cl)cc3nc2o1	-2%	?	0.5%	-2%	?
CC(C)CNC(=S)N(CCCO)Cc1cc2cc3c(cc2[nH]c1=O)OCO3	1%	-6%	1.8%	-3%	9%
COc1ccc(C(=O)N2CCN(c3ccc(NC(=O)c4cccs4)cc3)CC2)cc1	2%	12%	i	3%	-7%
COc1cccc(NC(=O)CCc2ccccc2)c1	-5%	31%	0.8%	3%	0%
CCCCn1c(N)c(N(CCOC)C(=O)c2ccc(F)c(S(=O)(=O)N3CCOCC3)c2)c(=O)[nH]c1=O	2%	-2%	4.1%	7%	-8%
Cc1ccc(C)c(NC(=O)c2ccccc2C(=O)c2ccccc2)c1	·	17%	·	1%	3%
Cc1ccc(O)c(CNc2nccs2)c1	18%	-1%	4.8%	-5%	4%
Cc1ccc(C(=O)OCC(=O)N2CCCCCC2)c(O)c1	2%	9µM*	3.6%	·	?
CCC(C)NS(=O)(=O)c1ccc(OCC(=O)Nc2ccc3c(c2)OCCO3)cc1 (stereo unspecified)	-1%	8%	0.3%	-3%	11%

Fetched by compound from above (four):
SMILES	influenza NS1A	M. tuberculosis	VEEV TC-83 Vero	PhoP GFP inhibition	M. tuberculosis HTS	others
CCC(C)NS(=O)(=O)c1ccc(OCC(=O)Nc2ccc3c(c2)OCCO3)cc1 (stereo unspecified)	-1%	8%	0.3%	-3%	11%
Cc1ccc(C)c(NC(=O)c2ccccc2C(=O)c2ccccc2)c1	·	17%	·	1%	3%
COc1ccc(C(=O)N2CCN(c3ccc(NC(=O)c4cccs4)cc3)CC2)cc1	2%	12%	i	3%	-7%
COC(=O)[C@@]12CCCCN1[C@H](c1ccc(-c3cccc(Cl)c3)c(OC)c1)[C@H]1C(=O)N(C)C(=O)[C@H]12	1%	5%	4.0%	15%	3%

(further entries)
SMILES	influenza NS1A	M. tuberculosis	VEEV TC-83 Vero	PhoP GFP inhibition	M. tuberculosis HTS	others
O=C(NCCCn1ccnc1)c1c(F)cccc1F	-10%	-9%	0.9%	2%	-9%
COCCSc1nnc(-c2cnccn2)o1	-3%	14%	3.0%	7%	4%
CCCN(c1ccccc1F)S(=O)(=O)c1c[nH]c(C(=O)OC)c1	6%	17%	1.3%	-4%	-2%
CCOc1ccccc1N1CCN(C(=O)Cc2ccc(S(=O)(=O)N3CCOCC3)s2)CC1	0%	-2%	9.9%	-5%	3%
CCN1CCN(Cc2nc3cc(NC(=O)COc4ccc([N+](=O)[O-])cc4)ccc3n2C)CC1	0%	-1%	9.5%	5%	-8%
O=C1c2[nH]nc(-c3ccccc3O)c2C(c2ccc(F)cc2)N1Cc1ccco1 (stereo unspecified)	2%	-7%	i	-10%	0%
COc1ccc(NC(=O)NNC(=O)COc2ccc([N+](=O)[O-])c(C)c2)cc1OC	-2%	-2%	4.4%	-6%	0%
COc1ccccc1/C=C/C=N/NC(=O)c1cc(-c2ccco2)[nH]n1	·	-13%	8.8%	4%	58%
CCOc1ccc(S(=O)(=O)N(C)c2ccc(OCC(=O)Nc3nc4ccccc4s3)cc2)cc1	4%	1%	6.3%	-6%	12%
CSc1cccc(CN2CCCC(C(=O)Nc3cccc(-n4cccn4)c3)C2)c1 (stereo unspecified)	16%	63%	3.0%	7%	?
CCCc1nnc(NC(=O)CCC(=O)Nc2ccc(F)cc2)s1	-2%	-5%	i	-6%	3%

Screening data from PubChem BioAssay.
